MBNL1-CUG inh = MBNL1-poly(CUG) RNA binding inhibition; TR-FRET MBNL1-His/biotin-(CUG)12 binding, 665/545 ratio; Potency, µM (series often up to 57.5 µM), without a hit: at the top dose activity change, negative = inhibition, most hits filed as inhibitors; 280,000 compounds, 0.036% hits; active = well fitted inhibition curve with a large enough effect in the signal ratio, with a control signal flat, not every such curve was filed as active; inconclusive = small, poorly fitted or top-dose-only effect, or effect the other way, or a change in a side signal; inactive = no such curve, though single readings can be large or run the other way; the % refers to the signal ratio; also: % is scaled to controls: 0 for no effect and ±100 for the full control effect
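Ratiometric TR-FRET (665 over 545 nm, excitation 340 nm) tracks disruption of MBNL1-His/biotin-(CUG)12 complex after 60 min at room temperature, with compounds at 92 nM to 58 uM final.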
NPC1 prom act = activators of NPC1 promoter. AID 485313. Huh7 NPC1 promoter luciferase reporter, 24 h. 320,000 compounds, 2.4% hits. Potency, µM (series often up to 9.22 µM), for the others: top-dose activation, usual class: activators;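 also: % of control where 0% means no effect; nearly all actives have a fitted effect of over 60% in size; reporter is driven by a mutant NPC1 promoter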
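Luminescence from an NPC1 promoter-driven luciferase reporter in stably transfected Huh7 cells was measured after 24 h compound treatment at 37 °C, followed by 10 min ambient incubation with luciferase detection reagent.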
uPA surface inh = inhibitors of cell surface uPA generation; Potency, µM (top dose mostly 38.3 µM), inactives show at the top dose activity change, negative = inhibition, usual class: inhibitors; cell surface uPA generation assay, qHTS; AID 540303; 330,000 compounds, 0.31% hits; active = well fitted inhibition curve with a large enough effect; inconclusive = small, poorly fitted or top-dose-only effect; inactive = no such curve, though single readings can be large or run the other way; tested in mouse RAW 264.7 cells; also: % is scaled to controls: 0 for no effect and ±100 for the full control effect; nearly all actives have a fitted effect of over 55% in size
ELG1 genotoxic = induces genotoxicity in HEK293T cells with luciferase-tagged ELG1; HEK293T ELG1-luciferase reporter, luminescence, 16 h; Potency, µM (top dose mostly 46 µM), inactives show at the top dose activity change, positive = activation, usual class: activators; 330,000 compounds, 1.3% hits; AID 504466; also: % of control where 0% means no effect; nearly all actives have a fitted effect of over 60% in size
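Genotoxicity was scored as increased ELG1-luciferase reporter signal, measured by ONE-Glo luminescence (30 min, room temperature). Compound or vehicle exposure of the HEK293T reporter cells lasted 16 hr at 37°C.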
FLuc counter = firefly luciferase modulation, counter-screen for miR-21 project; P08659; purified FLuc, Km substrates, luminescence inhibition; Potency, µM (doses to about 57.5 µM), for inactives: top-dose activity change, negative = inhibition, most hits filed as inhibitors; 360,000 compounds, 6.9% hits;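 also: plate controls were vehicle for no effect and reference inhibitor for full effect; nearly all actives have a fitted effect of over 55% in size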
Target sequence (P08659 whole entry, looked up): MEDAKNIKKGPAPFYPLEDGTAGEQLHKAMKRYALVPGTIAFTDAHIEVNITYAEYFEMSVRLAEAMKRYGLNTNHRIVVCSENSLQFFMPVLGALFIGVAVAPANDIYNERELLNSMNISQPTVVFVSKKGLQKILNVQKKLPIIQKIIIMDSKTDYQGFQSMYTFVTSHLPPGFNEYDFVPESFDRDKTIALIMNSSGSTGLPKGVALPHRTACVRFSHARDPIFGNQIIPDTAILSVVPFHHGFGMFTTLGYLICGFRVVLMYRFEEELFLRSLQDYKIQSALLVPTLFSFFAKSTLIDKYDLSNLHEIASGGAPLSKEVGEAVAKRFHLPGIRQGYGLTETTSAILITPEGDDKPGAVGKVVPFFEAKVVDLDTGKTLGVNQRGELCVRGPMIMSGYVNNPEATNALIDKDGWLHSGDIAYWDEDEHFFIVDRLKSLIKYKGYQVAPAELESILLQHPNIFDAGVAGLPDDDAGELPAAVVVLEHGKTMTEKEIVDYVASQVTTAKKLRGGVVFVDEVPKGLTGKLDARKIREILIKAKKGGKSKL
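Purified P. pyralis luciferase, 10 nM final, with Km-level 10 uM D-luciferin and 10 uM ATP in 50 mM Tris acetate pH 7.5, 10 mM Mg acetate, 0.01% Tween-20, 0.05% BSA; 6-point qHTS titration about 60 µM downward; luminescence read.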
p53 reactivator = mutant p53 re-activation in reporter cells; H1299 p53-A138V BP100-luciferase reporter, luminescence, 24 h; Potency, µM (top dose mostly 92.2 µM), for inactives: top-dose activity change, positive = activation, usual class: activators; 320,000 compounds, 0.063% hits; AID 504706; also: % of control where 0% means no effect; nearly all actives have a fitted effect of over 45% in size
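H1299 (p53-null), stable ts p53-A138V + BP100-Luc; 1000 cells/well, Opti-MEM/10% FBS; cpd 4 pt, 1:5; 24 h, 37 deg C, 5% CO2; detection reagent 10 min RT; luminescence.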
Gal4-VP16 FLuc = inhibits Gal4-VP16 luciferase reporter, ROR gamma counter-screen | Drosophila S2 Gal4-VP16 UAS-luciferase, luminescence, 20 h | Potency, µM (highest dose often 53.6 µM), without a hit: at the top dose activity, negative = inhibition, hits mostly inhibitors | 310,000 compounds, 3.5% hits;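 also: Gal4-VP16 expression switched on by copper sulfate through the metallothionein promoter; % is scaled to controls: 0 for no effect and ±100 for the full control effect; nearly all actives have a fitted effect of over 50% in size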
RORg inh = blocks mouse ROR gamma transcriptional activity; P51450; Drosophila S2 Gal4-RORgamma UAS-luciferase reporter, 20 h; Potency, µM (top dose mostly 53.6 µM), inactives show at the highest dose activity change, negative = inhibition, most hits filed as inhibitors; 310,000 compounds, 5.4% hits; AID 2551; also: % is scaled to controls: 0 for no effect and ±100 for the full control effect; nearly all actives have a fitted effect of over 60% in size
Target sequence (P51450 whole entry, looked up, the tested form may be a part): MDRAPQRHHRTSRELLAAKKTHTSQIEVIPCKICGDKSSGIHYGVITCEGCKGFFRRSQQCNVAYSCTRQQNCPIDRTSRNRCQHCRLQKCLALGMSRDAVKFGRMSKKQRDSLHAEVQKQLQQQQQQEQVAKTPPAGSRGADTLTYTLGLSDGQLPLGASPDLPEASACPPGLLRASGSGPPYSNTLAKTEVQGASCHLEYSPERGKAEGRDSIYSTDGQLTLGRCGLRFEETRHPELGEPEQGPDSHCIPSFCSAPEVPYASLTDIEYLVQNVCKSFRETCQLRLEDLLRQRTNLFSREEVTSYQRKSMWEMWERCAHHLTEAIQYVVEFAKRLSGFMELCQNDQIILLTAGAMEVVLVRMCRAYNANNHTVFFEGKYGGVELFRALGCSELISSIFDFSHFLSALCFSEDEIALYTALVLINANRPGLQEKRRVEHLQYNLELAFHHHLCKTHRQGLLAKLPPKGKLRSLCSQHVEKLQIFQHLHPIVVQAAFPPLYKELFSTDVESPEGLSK
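Stably transfected Drosophila Schneider cells are the test system, with ROR gamma fused to Gal4 and luciferase under UAS control; luminescence is read after 20 hr of 700 uM copper sulfate induction at ambient temperature.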
Rab9 promoter act = activators of Rab9 promoter; Huh7 Rab9 promoter-luciferase reporter, luminescence, 24 h; Potency, µM (highest dose often 9.22 µM), without a hit: at the highest dose activation, negative = inhibition, usual class: activators; 320,000 compounds, 2.8% hits; AID 485297; also: % of control where 0% means no effect; nearly all actives have a fitted effect of over 60% in size
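Stable Rab9-luc Huh7, 1500 cells/well, 2 h settle; cmpd in DMSO, 24 h, 37 °C/5% CO2; luciferase reagent 10 min RT; luminescence.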
BRCA1 expr up = activators of BRCA1 expression. MCF7-BRCA1-FFLuc reporter, luminescence, 48 h; response scale: scaled: vehicle 0%, 10 µM genistein 100%. Potency, µM (highest dose often 46.1 µM), for inactives: top-dose activation, most hits filed as activators. 380,000 compounds, 1.1% hits. AID 624202; also: nearly all actives have a fitted effect of over 80% in size; some results filed as inactive show a strong effect at the top dose
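Activators of BRCA1 expression were detected as increased firefly luciferase luminescence in engineered MCF7 cells after 48 h compound incubation. Signals were scaled to genistein 10 microM as full activation.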
The depositor's hits bear a star; ? = inconclusive; · = not tested or not shown; & = joins results of further samples; [ ] = another dose, or the depositor's remark. Unless noted, calls follow the shape of the dose curve; as a rule, active = well fitted curve in the direction sought with a large enough effect; inconclusive = small, poorly fitted or top-dose-only effect, or another doubt; inactive = no such curve, though single readings can be large; an effect the other way counts as inactive or inconclusive. Potency is read from the fitted curve at half-maximal effect.

1. O=C(Nc1ccc2c(c1)OCO2)c1nn(-c2ccccc2)c(=O)c2ccccc12
2. C#CCNC(=O)C1=C[C@@H](c2ccc(Br)cc2)C[C@@H](OCc2ccc(CO)cc2)O1
3. Cc1ccccc1NC(=O)CCN1CCN(CCO)CC1
4. CCN(CC)c1ccc(C=Nc2ccccc2)c(O)c1
5. O=C(O)CSCC(=O)N1CCCN(c2nc3ccc(Cl)cc3s2)CC1
6. COc1ccc(CN2C(=O)c3ccccc3C2C(=O)NC2CCCCCC2)c(OC)c1 (stereo not given)
7. Cc1ccc2c(c1)C(c1ccccc1)N(C(=O)c1ccc(Br)cc1)CC(=O)N2 (stereo not given)
8. O=S(=O)(c1ccccc1)c1nc(-c2ccccc2Cl)oc1NCCCN1CCOCC1
Assay by compound	1	2	3	4	5	6	7	8
MBNL1-CUG inh	-6%	7%	-7%	?	1%	1%	-5%	·
NPC1 prom act	-2%	15%	-2%	-8%	-3%	-6%	-1%	·
uPA surface inh	7%	1%	2%	-2%	-1%	-11%	1%	-4%
ELG1 genotoxic	-13%	-1%	1%	6%	1%	-1%	-8%	-3%
FLuc counter	1%	?	-12%	4.3µM*	?	-6%&-8%	1%	·
p53 reactivator	-3%	3%	-10%	5%	3%	0%	-4%	-12%
Gal4-VP16 FLuc	1%	-6%	-8%	6%	-4%	-6%	1%	·
RORg inh	5%	39%	-2%	-17%	1%	28%	26%	·
Rab9 promoter act	-5%	14%	5%	-1%	0%	1%	-5%	·
BRCA1 expr up	-51%	15%	2%	-10%	16%	-23%	-3%	3%

9. CC(=O)Nc1ccc(OC(=O)N2CCCC2)cc1
10. Cc1cc(NC(=O)CN2CCC(n3nnc4cc(C(F)(F)F)ccc43)CC2)no1
11. N#Cc1nc(-c2ccco2)oc1N1CCc2ccccc2C1
12. O=C(O)c1ccccc1-c1ccccc1C(=O)Nc1cccc(O)c1
13. O=C(COC(=O)c1nn(CCO)c(=O)c2ccccc12)Nc1ccc(Cl)c(Cl)c1
14. CCN(CC(=O)Nc1cc(Cl)ccc1C)c1ncnc2sc(C)c(C)c12
15. Cc1cccc(C)c1OCCSc1n[nH]c(N)n1
16. O=C(O)CCC(=O)NNC(=O)CCCOc1ccc(Cl)cc1Cl
Assay by compound	9	10	11	12	13	14	15	16
MBNL1-CUG inh	-5%	4%	14%	1%	·	-7%	-1%	2%
NPC1 prom act	4%	-4%	-3%	0%	·	-3%	0%	1%
uPA surface inh	12%	-10%	·	0%	5%	-6%	4%	-1%
ELG1 genotoxic	0%	-2%	15%	-1%	0%	1%	2%	-3%
FLuc counter	-1%	1%	-15%	-14%	·	2%	3%	?
p53 reactivator	9%	10%	5%	8%	0%	11%	0%	-1%
Gal4-VP16 FLuc	6%	0%	-23%	-3%	·	?	1%	-5%
RORg inh	-4%[1.91 µM]	3%	9%	6%	·	?	24%	-27%
Rab9 promoter act	12%	-2%	18%	-2%	·	-7%	2%	1%
BRCA1 expr up	22%	6%	3%	0%	-29%	-46%	-12%	-5%

17. COc1ccc(N2C(=O)CC(Nc3cccc([N+](=O)[O-])c3)C2=O)cc1 (stereo not given)
18. CN1CCN(C(=O)CN(C2CCCCC2)S(=O)(=O)c2ccccc2)CC1
19. CCN(c1ccccc1)S(=O)(=O)c1ccc(C(=O)NCc2ccccn2)cc1
20. COc1ccc(S(=O)(=O)N(C)c2ccc(C(=O)NCc3ccncc3)cc2)cc1
21. CC(NC(=O)c1cccc(S(=O)(=O)N2CCN(Cc3ccccc3)CC2)c1)c1ccc(Br)cc1 (stereo not given)
22. O=C(O)CCCCCCCCc1cn(CCc2c[nH]c3ccccc23)nn1
23. CN(C)S(=O)(=O)c1cccc(-c2nnc3n2CCCCC3)c1
24. COc1cc(NC(=O)c2nccnc2C(=O)O)cc(OC)c1
Assay by compound	17	18	19	20	21	22	23	24
MBNL1-CUG inh	?	0%	·	1%	3%	-8%	-4%	-2%
NPC1 prom act	-4%	-2%	14%	-9%	0%	1%	-2%	-1%
uPA surface inh	9%	0%	2%	9%	0%	-7%	-2%	23%
ELG1 genotoxic	1%	0%	7%	-4%	-5%	1%	3%	-8%
FLuc counter	5%	-1%	?	3%	-2%	-1%	3%	-1%
p53 reactivator	0%	-10%	21%	-10%	-9%	12%	-4%	0%
Gal4-VP16 FLuc	12%	11%	·	-6%	-9%	3%	-2%	-1%
RORg inh	1%	-2%	·	2%	38%	-10%	0%	-4%
Rab9 promoter act	-6%	0%	21%	-3%	-2%	-1%	-4%	-3%
BRCA1 expr up	21%	0%	-3%	-7%	-25%	6%	-2%	4%

25. CN(C)c1oc(/C=C/c2cccs2)nc1S(=O)(=O)c1ccccc1
26. Cc1cccc(NC(=O)CN2C(=O)C(C)Oc3ccccc32)n1 (stereo not given)
27. OC(CNCc1ccccc1Cl)COc1ccc(F)cc1 (stereo not given)
28. CC(=O)c1cccc(CN2CCN(CC=C(C)C)C(CCO)C2)c1 (stereo not given)
29. N#C/C(=C\c1ccc(-c2ccccc2[N+](=O)[O-])o1)C(=O)N1CCOCC1
30. COc1cc([N+](=O)[O-])cc(/C=N/NC(=O)c2ccc(C)nc2)c1O
31. COc1ccc(OCC(=O)NNc2nc3ccccc3s2)cc1
32. N#Cc1cc(C#N)c(SCC(=O)NCC2CCCO2)nc1N (stereo not given)
Assay by compound	25	26	27	28	29	30	31	32
MBNL1-CUG inh	22%	0%	-4%	-7%	?	·	-12%	3%
NPC1 prom act	-6%	8%	2%	-5%	1%	2%	14%	-1%
uPA surface inh	-1%	6%	2%	0%	-5%	-4%	5%	-2%
ELG1 genotoxic	-1%	4%	-1%	2%	-10%	-4%	17%	-1%
FLuc counter	-3%	-4%	3%	-2%	-8%	0%	?	1%
p53 reactivator	5%	2%	-4%	0%	23%	18%	5%	5%
Gal4-VP16 FLuc	8%	0%[10 µM]	-7%	1%	?	0.63µM*	-25%	-1%
RORg inh	?	38%	29%	2%	?	0.89µM*	?	-28%
Rab9 promoter act	-6%	-7%	-4%	-1%	2%	-13%	5%	5%
BRCA1 expr up	-16%	0%	-11%	6%	2%	-37%	-15%	6%

Full records, quoted from the list. Order of values: MBNL1-CUG inh	NPC1 prom act	uPA surface inh	ELG1 genotoxic	FLuc counter	p53 reactivator	Gal4-VP16 FLuc	RORg inh	Rab9 promoter act	BRCA1 expr up
`CC(=O)c1cccc(CN2CCN(CC=C(C)C)C(CCO)C2)c1` (stereo not given) is entered as -7%	-5%	0%	2%	-2%	0%	1%	2%	-1%	6%
`N#Cc1cc(C#N)c(SCC(=O)NCC2CCCO2)nc1N` (stereo not given) is entered as 3%	-1%	-2%	-1%	1%	5%	-1%	-28%	5%	6%
`N#C/C(=C\c1ccc(-c2ccccc2[N+](=O)[O-])o1)C(=O)N1CCOCC1` is entered as ?	1%	-5%	-10%	-8%	23%	?	?	2%	2%
`COc1ccc(OCC(=O)NNc2nc3ccccc3s2)cc1` is entered as -12%	14%	5%	17%	?	5%	-25%	?	5%	-15%

The list continues:
33. CC1(C)CC(=O)/C(=C(/O)CCCN2C(=O)c3ccccc3C2=O)C(=NC(C)(C)C)C1
34. CSCCC(NS(=O)(=O)c1ccccc1)C(=O)OC(C)C(=O)Nc1ccc(Cl)cn1 (stereo not given)
35. COc1ccc(C2/C(=C(/O)c3ccccc3)C(=O)C(=O)N2C)cc1 (stereo not given)
36. Cc1ccc(C(=O)NCc2ccco2)cc1[N+](=O)[O-]
37. Cc1cccc(N2CCN(C(=O)c3cc4cc(F)ccc4[nH]3)CC2)c1C
38. Cc1cc2cc3c(cc2nc1SCC(=O)N1CCOCC1)OCO3
39. O=C(NCc1ccc(Cl)cc1Cl)C1CCN(S(=O)(=O)c2ccc3c(c2)OCCCO3)CC1
40. Cn1ccnc1SCC(=O)c1ccc(OC(F)F)cc1
Assay by compound	33	34	35	36	37	38	39	40
MBNL1-CUG inh	9%	·	10%	?	-1%	0%	4%	-1%
NPC1 prom act	3%	-4%	0%	1%	2%	-7%	0%	?
uPA surface inh	2%	-18%	5%	2%	7%	-1%	-6%	-1%
ELG1 genotoxic	0%	2%	-1%	2%	-8%	8%	0%	?
FLuc counter	2%	-1%	5%	4%	-17%	7%	-2%	?
p53 reactivator	-6%	-3%	27%	-11%	8%	0%	-8%	26%
Gal4-VP16 FLuc	0%	·	·	0%	11%	-1%	-12%	16%
RORg inh	-4%	·	-17%[0.365 µM]	-3%	36%	1%	44%	-37%
Rab9 promoter act	-1%	3%	3%	-3%	1%[1.84 µM]	3%	-2%	?
BRCA1 expr up	-9%	12%	5%	-1%	-62%[inhibitor]	3%	-59%	?

High-throughput results as filed in PubChem BioAssay.
